Assay outcomes from PubChem BioAssay.
Tau fluor cs = counter-screen for tau fibril formation inhibitors | actives 0.93% (n = 280,000) | AID 1463 | tau K18 P301L Alexa594 fluorescence, heparin fibrillization | Potency, µM (series often up to 57.7 µM), for inactives: top-dose activity change, negative = decrease; further: on the % scale 0 is the no-effect control and ±100 the full control effect; nearly all actives have a fitted effect of over 55% in size
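Human tau K18 P301L (15 uM unlabeled, 0.24 uM Alexa 594-labeled) in 100 mM sodium acetate pH 7 with 20 uM heparin, 6 hr at 37 C. ThT 30 uM added, 1 hr ambient; Alexa 594 FP and total fluorescence read at 555/632 nm.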
Tau fibril FP = tau fibrillization inhibition (FP); P10636; K18 P301L tau heparin fibrillization, Alexa594 FP, 6 h; Potency, µM (top dose mostly 57.7 µM), without a hit: at the highest dose activity, negative = inhibition, hits mostly inhibitors; actives 0.39% (n = 280,000); AID 1468; further: on the % scale 0 is the no-effect control and ±100 the full control effect; nearly all actives have a fitted effect of over 55% in size
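Steps: dispense K18 P301L tau (15 uM plus 0.24 uM Alexa 594 tracer, final) in pH 7 sodium acetate; add compound; add heparin (20 uM final); incubate 6 hr, 37 C; add ThT (30 uM final); after 1 hr ambient, read FP.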
TexasRed fluor = alters Texas Red total fluorescence, flagging assay interference; AID 1479; Potency, µM (series often up to 106 µM), inactives show at the highest dose fluorescence change, negative = quenching; TRb/SRC2 Texas Red total fluorescence interference; actives 0.29% (n = 280,000); active means well fitted curve in either direction with a large enough effect; inconclusive means small, poorly fitted or top-dose-only effect; further: on the % scale 0 is the no-effect control and ±100 the full control effect
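Human TRβ ligand-binding domain (0.6 uM) and Texas Red SRC2 peptide (20 nM) in Tris buffer with 1 uM T3 and 5% DMSO were incubated with pinned compound for 5 hr at ambient temperature. Total fluorescence was computed as S + 2P (555/632 nm).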
RECQ1 helicase = inhibitors of human RECQ1 DNA helicase | Potency, µM (titrated, usually from 57.3 µM), without a hit: top-dose activity, negative = inhibition, hits mostly inhibitors | RECQ1 DNA unwinding, red fluorescence kinetic read | P46063 | AID 2549 | actives 0.54% (n = 240,000);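 further: plate controls were vehicle for no effect and no enzyme for full effect; nearly all actives have a fitted effect of over 30% in size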
Target sequence (P46063 whole entry, looked up): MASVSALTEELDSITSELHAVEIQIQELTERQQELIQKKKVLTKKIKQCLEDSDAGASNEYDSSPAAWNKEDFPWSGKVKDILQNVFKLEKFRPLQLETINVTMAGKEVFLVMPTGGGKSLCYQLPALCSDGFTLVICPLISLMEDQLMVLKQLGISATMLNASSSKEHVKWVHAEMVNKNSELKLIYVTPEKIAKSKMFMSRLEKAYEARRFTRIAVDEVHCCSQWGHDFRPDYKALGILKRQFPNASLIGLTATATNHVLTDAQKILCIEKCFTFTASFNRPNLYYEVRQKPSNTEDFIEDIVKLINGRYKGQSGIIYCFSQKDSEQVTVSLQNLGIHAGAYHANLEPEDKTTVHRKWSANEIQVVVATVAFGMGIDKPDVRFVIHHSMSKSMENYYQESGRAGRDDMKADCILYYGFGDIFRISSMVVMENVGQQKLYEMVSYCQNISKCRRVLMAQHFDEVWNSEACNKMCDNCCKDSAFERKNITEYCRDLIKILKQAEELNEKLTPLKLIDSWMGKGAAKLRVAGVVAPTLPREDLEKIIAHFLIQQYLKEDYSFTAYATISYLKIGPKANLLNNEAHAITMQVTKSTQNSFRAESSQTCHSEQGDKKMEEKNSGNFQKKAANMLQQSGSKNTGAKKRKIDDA
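RECQ1T1 50 nM; forked duplex (20 bp + 30-nt ss tails) 200 nM, ATP 2 mM final; pH 8.0, 2 mM MgCl2, 2.5 ug/ml poly(dI-dC); 15 min compound preincubation; discontinuous kinetic read over 2 h at RT.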
HTT ATP protect = protects HTT-Q103 PC12 cells, measured by ATP. Potency, µM (series often up to 56.4 µM), without a hit: cytoprotection (ATP increase), actives largely listed as activators. PC12 HTT-Q103 induced, cytoprotection, ATP luminescence, 40 h. actives 0.14% (n = 230,000);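 further: % of control where 0% means no effect; nearly all actives have a fitted effect of over 45% in size; toxic huntingtin expression switched on by the ecdysone agonist tebufenozide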
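Quantitative HTS on tebufenozide-induced (100 nM) PC12 cells expressing HTTQ103 exon 1–GFP; compounds tested as a concentration series; survival measured via cellular ATP.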
Tau fibril ThT = inhibitors of human tau fibril formation, thioflavin T binding; Potency, µM (doses to about 57.4 µM), without a hit: at the highest dose activity, negative = inhibition, hits mostly inhibitors; recombinant tau K18 P301L (four-repeat tau fragment), heparin-induced fibrillization, ThT fluorescence; P10636; actives 2.1% (n = 270,000); further: on the % scale 0 is the no-effect control and ±100 the full control effect; nearly all actives have a fitted effect of over 55% in size
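Aggregation was driven by heparin (20 uM final) acting on recombinant tau […] bearing P301L in 100 mM sodium acetate pH 7; fibrils were detected with Thioflavin T.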
TRb-SRC2 inh = inhibitors of human thyroid hormone receptor beta-SRC2 interaction; Potency, µM (doses to about 106 µM), for the others: top-dose activity change, negative = inhibition, usual class: inhibitors; actives 0.065% (n = 280,000); TRbeta-SRC2 peptide binding, fluorescence polarization; receptor liganded with 1 µM T3; P10828;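 further: plate controls were bound peptide for no effect and peptide without receptor for full effect; nearly all actives have a fitted effect of over 50% in size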
Target sequence (P10828 whole entry, looked up): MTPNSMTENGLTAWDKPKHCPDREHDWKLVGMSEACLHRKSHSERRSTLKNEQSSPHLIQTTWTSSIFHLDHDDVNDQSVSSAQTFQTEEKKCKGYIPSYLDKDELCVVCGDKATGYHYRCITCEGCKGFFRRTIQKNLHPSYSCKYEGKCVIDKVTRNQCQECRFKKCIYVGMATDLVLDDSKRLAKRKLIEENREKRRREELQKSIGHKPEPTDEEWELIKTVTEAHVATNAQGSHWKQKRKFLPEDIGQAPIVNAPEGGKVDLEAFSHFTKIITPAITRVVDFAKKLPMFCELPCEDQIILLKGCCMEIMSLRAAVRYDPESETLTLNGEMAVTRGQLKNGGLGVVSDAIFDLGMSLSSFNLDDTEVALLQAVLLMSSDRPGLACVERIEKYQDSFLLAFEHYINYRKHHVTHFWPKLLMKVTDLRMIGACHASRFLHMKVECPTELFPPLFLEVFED
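TRb LBD 0.6 uM + Texas Red SRC2 peptide 20 nM, 1 uM T3, Tris buffer w/ 5% DMSO; compound pinned, 5 h RT; FP read ex 555/em 632; normalized to unbound and bound controls.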
L3MBTL1 block = L3MBTL1 (human) inhibition | Potency, µM (titrated, usually from 57.1 µM), for the others: top-dose activity, negative = inhibition, most hits filed as inhibitors | Q9Y468 | AID 485360 | AlphaScreen L3MBTL1–H3K9me1 peptide binding | actives 0.66% (n = 230,000); further: on the % scale 0 is the no-effect control and ±100 the full control effect; nearly all actives have a fitted effect of over 60% in size
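Read-out is AlphaScreen signal from streptavidin donor and nickel chelate acceptor beads (10 ug/mL final each) bridging L3MBTL1 (50 nM) and biotinylated K9-monomethylated H3(1-15) peptide (75 nM), after 30 min compound exposure at room temperature.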
Active calls of the source: *; i = inactive; ? = inconclusive; / = no result given; [ ] = another dose, or the depositor's remark. Unless noted, the call rests on the fitted dose curve; in most records, active means well fitted curve in the direction sought with a large enough effect; inconclusive means small, poorly fitted or top-dose-only effect, or another doubt; inactive means no such curve, though single readings can be large; an effect the other way counts as inactive or inconclusive. Potency means the concentration at half of the fitted maximal effect. Only part of the results is shown, so the mix of outcomes need not match the whole.

SMILES | Tau fluor cs | Tau fibril FP | TexasRed fluor | RECQ1 helicase | HTT ATP protect | Tau fibril ThT | TRb-SRC2 inh | L3MBTL1 block
CC(=O)Oc1ccc(-c2cccc(C(=O)N(C)c3ccc(O)cc3)c2)cc1 | -4.1% | 1.1% | -0.4% | i | -48.6% | -3.0% | 2.3% | 0.2%
COc1ccc(Cl)cc1NC(=O)Cn1cnc2c1c(=O)n(C)c(=O)n2C | -4.1% | -5.7% | -3.1% | / | / | 0.8% | -3.8% | /
C#CCOCCOCCOCCNc1nc(N2CCN(C(=O)[C@H]([C@@H](C)CC)n3cc([C@@H](N)CC(C)C)nn3)CC2)nc(N2CCN(C(=O)[C@H](Cc3cc4ccccc4[nH]3)n3cc([C@@H](N)CC(C)C)nn3)CC2)n1 | -9.7% | -0.1% | 0.2% | -9.3% | 8.2%[10 µM] | ? | -4.3% | /
Cc1ccc(-c2nc3ccccn3c2Nc2ccc3c(c2)OCO3)cc1 | ? | ? | 1.1% | / | / | ? | 1.7% | /
CCOC(=O)C1CCCN(C(=O)CCCn2nc(C)n3c(cc4sccc43)c2=O)C1 (stereo unspecified) | -3.5% | 6.8% | -1.5% | -7.6% | -7.0% | -13.6% | -13.6% | /
CNC(=O)/C=C/c1cccc(C(F)(F)F)c1 | -2.5% | -1.4% | 5.4% | -0.8% | 14.9%[10 µM] | -0.6% | 7.1% | 1.0%
C=CCC(C)(O)c1ccsc1 (stereo unspecified) | 2.1% | -1.8% | 0.8% | -3.8% | 23.2% | 0.9% | 1.9% | /
O=[N+]([O-])c1ccc(Cl)c(/C=N/n2c(C3CCCCC3)n[nH]c2=S)c1 | -14.0% | 2.2% | -2.3% | i | 1.8% | -0.8% | -16.7% | 7.4%
Cc1ccc(/C=N/NC(=O)c2csc(C)c2)o1 | -6.7% | -9.0% | 1.5% | -5.2% | 17.0%[10 µM] | ? | 3.0% | -2.2%
CCN1CCN(CC(=O)N/N=C/c2ccc(F)cc2F)CC1 | 13.1% | -0.2% | -5.9% | -11.3% | / | 5.3% | 4.4% | 6.2%
O=C(COC(=O)c1ccc([N+](=O)[O-])o1)Nc1cccc(S(=O)(=O)N2CCCCC2)c1 | -29.6% | -2.0% | 1.1% | i | -50.3%[inhibitor] | -0.9% | -3.2% | -16.7%
COc1ccccc1NS(=O)(=O)c1cc(NC(=O)c2[nH]c(C)c(C(C)=O)c2C)ccc1N1CCOCC1 | 12.6µM*[quencher] | ? | 2.2% | 8.2% | -29.4%[10 µM] | -12.0% | 3.2% | /
CCOP(=O)(OCC)C(Nc1ccc(C)cc1)c1ccco1 (stereo unspecified) | -9.5% | -6.2% | -1.7% | -0.9% | -36.8%[inhibitor] | -7.5% | -3.9% | /
Cc1cc(NC(=O)c2c(Cl)c(C)nn2C)no1 | 3.0% | 2.9% | 0.5% | -10.2% | 9.4% | -3.5% | 4.8% | /
CCC(C)NC(=O)Cn1c(=O)n(-c2ccc(OC)cc2)c(=O)c2ccc(C(=O)NCc3ccc(C)cc3)cc21 (stereo unspecified) | 0.0% | -14.8% | -1.3% | -2.3% | 1.2% | 3.8% | -7.6% | /
OCC1OC(n2nnc3ccccc32)C(O)C(O)C1O (stereo unspecified) | -5.3% | -6.1% | 2.8% | 11.7% | -5.1%[10 µM] | -6.6% | -17.6% | /
CC(=O)OCC1OC(C#Cc2ccccc2)C=CC1O (stereo unspecified) | -9.4%[11.6 µM] | -9.2%[11.6 µM] | -1.8%[11.2 µM] | 5.3%[11.5 µM] | 6.8%[10 µM] | -2.0%[11.5 µM] | 7.0%[11.2 µM] | /
CCOC(=O)c1ccccc1NC(=O)Cn1c(=O)n(CCC(=O)NCc2ccccc2OC)c(=O)c2ccccc21 | 2.2% | 0.0% | 3.6% | / | / | 4.6% | -5.4% | /
CCOC(=O)c1oc2ccc(S(=O)(=O)n3nc(-c4ccccc4OC)cc3N)cc2c1C | ? | ? | 0.5% | / | / | 4.5% | -12.1% | /
CC(C)[C@H](NC(=O)NCc1ccc(F)cc1)C(=O)O | -6.0% | 0.9% | 0.0% | -3.5% | 1.8%[10 µM] | -0.3% | 0.3% | 9.5%
CC(C)N1CCC(N2CCN(CCCn3cccn3)CC2CCO)CC1 (stereo unspecified) | -9.5% | -13.5% | -0.2% | -4.0% | 12.6%[10 µM] | -9.8% | -0.2% | -6.1%
Cc1ccc(C(=O)/C=C/c2ccc(Br)cc2)o1 | 2.7% | 9.5% | 1.1% | i | -1.2% | ? | -2.8% | -3.8%
O=c1nc(N2CCCCC2)nc2n1CCO2 | -7.6% | -5.0% | 0.3% | -6.8% | 12.6%[10 µM] | -6.9% | 3.4% | 7.7%
O=C(Nc1ncn[nH]1)c1ccc(Cl)cc1Cl | -0.7% | 2.3% | 0.9% | -3.3% | -40.2%[inhibitor] | -0.3% | 8.3% | ?
COc1ccc(F)cc1S(=O)(=O)NCCc1csc(-c2ccc(Cl)cc2)n1 | ? | -7.0% | -1.1% | / | / | -13.8% | 3.5% | /
(listing goes on)
SMILES | Tau fluor cs | Tau fibril FP | TexasRed fluor | RECQ1 helicase | HTT ATP protect | Tau fibril ThT | TRb-SRC2 inh | L3MBTL1 block
Cc1ccc(SCc2c(-c3ccccc3)nn(C)c2Cl)cc1 | -22.6% | ? | 2.6% | -12.9% | -5.2% | ? | -3.4% | /
COc1ccc(F)cc1S(=O)(=O)Nc1ccc2c(c1)CCCN2C(=O)c1cccs1 | -27.7% | -15.3% | 0.7% | / | / | -8.9% | -3.3% | /
CC(NC(=S)NCc1ccc(F)cc1)C12CC3CC(CC(C3)C1)C2 (stereo unspecified) | ? | ? | -1.5%[53 µM] | -11.2% | 7.1%[10 µM] | -6.4% | 1.6%[53 µM] | -0.4%
C=CC(C1=CC(=O)C=CC1=O)c1ccccc1 (stereo unspecified) | ? | -14.2% | -2.1% | i | -58.6%[inhibitor] | ? | 4.9% | /
Cc1oc(-c2ccccc2Cl)nc1CSc1nc2c(c(=O)[nH]1)CCCC2 | -7.0% | -4.2% | -0.2% | -1.5% | -0.4%[10 µM] | / | -5.7% | /
CCN(c1ccc(NC(=O)c2ccc(Cl)nc2)cc1)C(C)C | -23.6% | 7.5% | -0.8% | -16.8% | -44.4%[10 µM] | ? | -0.8% | ?
CS(=O)(=O)NCCCNc1ccc(C(F)(F)F)cc1[N+](=O)[O-] | -1.4% | 1.2% | -1.7% | 14.5% | 9.8%[10 µM] | / | 4.7% | /
CO[C@H]1COC(=O)[C@@H](C)COC(=O)[C@@H](OCc2ccccc2)/C=C\[C@@H]1C | -0.6%[11.6 µM] | 3.6%[11.6 µM] | 0.8%[11.2 µM] | -3.7%[11.5 µM] | 16.6%[10 µM] | -2.2%[11.5 µM] | 0.4%[11.2 µM] | /
CCC1(C)CC(CCNS(=O)(=O)c2ccc(C)cc2)(c2ccc(C)cc2)CCO1 (stereo unspecified) | -6.5% | 16.5% | 2.2% | -17.5% | -11.5% | -6.9% | 9.6% | 0.7%
O=C(NCc1ccc2c(c1)OCO2)c1ccc(Br)s1 | -13.3% | -3.1% | -1.2% | -15.3% | 5.8%[10 µM] | / | 4.5% | /
O=C(NCc1ccccc1)c1csc2c1CCCC2 | -5.0% | -1.6% | 0.0% | i | -23.2% | -5.0% | -0.3% | /
Cc1nn(CC(=O)NCc2ccc(F)cc2)c2ccccc12 | -1.1% | 9.9% | -2.0% | / | / | -13.9% | -1.3% | /
Cn1c(=NC(=O)C2CCCCC2)sc2cc([N+](=O)[O-])ccc21 | -12.4% | -2.2% | -1.3% | -3.4% | -17.1% | -10.4% | -1.3% | /
CSc1nc(C)cc(Oc2ccc(=O)[nH]n2)n1 | 4.0% | -0.6% | -0.4% | -12.9% | / | 1.3% | 5.2% | -1.1%
Cc1cc(C)cc(NC(=O)CCS(=O)(=O)c2cc3c4c(c2)CCN4C(=O)CC3)c1 | 3.0% | 3.0% | -0.3% | / | / | -1.7% | -0.6% | /
COc1ccc(-c2cnn3c(N)c(S(=O)(=O)C(C)(C)C)cnc23)cc1 | -13.4% | -3.4% | -10.5% | i | -3.1% | ? | 3.6% | 2.4%
Nc1nc(NC(=O)c2ccco2)nn1-c1ccccc1 | -5.6% | 3.2% | -0.7% | i | 1.3% | -3.1% | -9.2% | 1.6%
CCN(CC)S(=O)(=O)c1cccc(C(=O)Nc2ccccc2C(=O)Nc2ccc(Cl)cc2)c1 | ? | ? | 2.6% | / | / | 4.0% | -4.2% | /
COc1cc(OC)cc(C(=O)Nc2ccc3nc(Nc4cccc(C(F)(F)F)c4)cc(C)c3c2)c1 | 3.98µM*[quencher] | ? | -12.6% | / | / | ? | 10.5% | /
O=C(COC(=O)c1nc(-c2ccccc2)n(-c2cccc(C(F)(F)F)c2)n1)NCc1cccs1 | -7.8% | -1.1% | 4.3% | -6.4% | 8.0%[1.9 µM] | -3.6% | -5.7% | 10.2%
C#CCNC(=O)C1=C[C@@H](C)C[C@@H](OCc2ccc(CO)cc2)O1 | -1.2% | -7.3% | -0.7% | ? | -7.5%[10 µM] | -0.8% | 9.1% | 4.0%
COc1ccccc1C(=O)NCCc1csc(-c2ccc(C(F)(F)F)cc2)n1 | -16.6% | 7.4% | 1.4% | / | / | ? | 7.2% | /
COC(=O)CC1=NN(c2ccccc2)C(=O)C1 | -8.9% | 0.7% | -1.3% | -6.3% | -53.3%[inhibitor] | -12.9% | 5.2% | ?
CC(C)(C)SCCNS(=O)(=O)c1ccccc1 | 1.8% | 8.3% | -0.2% | -10.3% | -10.3% | 9.6% | -0.7% | 8.6%

Results in Tau fibril ThT, for some of the entries so far:
| compound | Tau fibril ThT |
| --- | --- |
| CCN(c1ccc(NC(=O)c2ccc(Cl)nc2)cc1)C(C)C | ? |
| C=CC(C1=CC(=O)C=CC1=O)c1ccccc1 (stereo unspecified) | ? |
